# Screening results as filed in PubChem.
# FUS yeast rescue: rescues growth of FUS-expressing yeast | hit rate 0.24% among 390,000 | AID 1347120 | Potency, µM (highest dose often 76.6 µM), for inactives: at the top dose growth rescue (activation), actives largely listed as activators | S. cerevisiae FUS-expressing, growth rescue, OD600, 24 h;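 also: potency is read from the fitted curve at half-maximal effect; plate controls were DMSO vehicle for no effect and reference control for full effect; nearly all actives have a fitted effect of over 55% in size; some results filed as inactive show a strong effect at the top dose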
#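 Yeast FUS proteinopathy model; galactose-induced FUS (2%), starting OD 0.005. Cpds in dilution series, 24hr, 30C, 99% humidity. Abs 600 nm growth. Pos ctrl CP55940 (top 92uM final); neg ctrl DMSO.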
# WRN helicase inh: blocks human WRN helicase; Potency, µM (titrated, usually from 114 µM), for the others: at the top dose activity change, negative = inhibition, hits mostly inhibitors; AID 651768; WRN helicase unwinding, fluorescent forked duplex, kinetic; Q14191; hit rate 0.46% among 360,000; also: potency is read from the fitted curve at half-maximal effect; % is scaled to controls: 0 for no effect and ±100 for the full control effect; nearly all actives have a fitted effect of over 55% in size
#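 Kinetic red-fluorescence monitoring (525/598 nm) tracks WRN helicase activity after 100 nM fluorophore-quencher forked duplex and 2 mM ATP are added to 20 nM enzyme pretreated 15 min at room temperature with compound.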
# PLK1 PBD block: blocks phosphopeptide binding to human PLK1 polo-box domain; hit rate 2.8% among 360,000; Plk1 PBD binding of FITC phosphopeptide, fluorescence polarization; Potency, µM, inactives show max response, negative = inhibition, most hits filed as inhibitors; also: potency is read from the fitted curve at half-maximal effect; series mostly up to about 57 µM; % is scaled to controls: 0 for no effect and ±100 for the full control effect; nearly all actives have a fitted effect of over 65% in size
# EPAC1 antagonist: antagonists of human EPAC1. Potency, µM (titrated, usually from 115 µM), for inactives: at the highest dose activity change, negative = inhibition, usual class: inhibitors. EPAC1 GEF assay, Rap1b-BODIPY-GDP exchange fluorescence. O95398. hit rate 0.14% among 360,000. AID 720709;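 also: potency is read from the fitted curve at half-maximal effect; plate controls were vehicle for no effect and positive control for full effect; nearly all actives have a fitted effect of over 50% in size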
# Target sequence (O95398 whole entry, looked up): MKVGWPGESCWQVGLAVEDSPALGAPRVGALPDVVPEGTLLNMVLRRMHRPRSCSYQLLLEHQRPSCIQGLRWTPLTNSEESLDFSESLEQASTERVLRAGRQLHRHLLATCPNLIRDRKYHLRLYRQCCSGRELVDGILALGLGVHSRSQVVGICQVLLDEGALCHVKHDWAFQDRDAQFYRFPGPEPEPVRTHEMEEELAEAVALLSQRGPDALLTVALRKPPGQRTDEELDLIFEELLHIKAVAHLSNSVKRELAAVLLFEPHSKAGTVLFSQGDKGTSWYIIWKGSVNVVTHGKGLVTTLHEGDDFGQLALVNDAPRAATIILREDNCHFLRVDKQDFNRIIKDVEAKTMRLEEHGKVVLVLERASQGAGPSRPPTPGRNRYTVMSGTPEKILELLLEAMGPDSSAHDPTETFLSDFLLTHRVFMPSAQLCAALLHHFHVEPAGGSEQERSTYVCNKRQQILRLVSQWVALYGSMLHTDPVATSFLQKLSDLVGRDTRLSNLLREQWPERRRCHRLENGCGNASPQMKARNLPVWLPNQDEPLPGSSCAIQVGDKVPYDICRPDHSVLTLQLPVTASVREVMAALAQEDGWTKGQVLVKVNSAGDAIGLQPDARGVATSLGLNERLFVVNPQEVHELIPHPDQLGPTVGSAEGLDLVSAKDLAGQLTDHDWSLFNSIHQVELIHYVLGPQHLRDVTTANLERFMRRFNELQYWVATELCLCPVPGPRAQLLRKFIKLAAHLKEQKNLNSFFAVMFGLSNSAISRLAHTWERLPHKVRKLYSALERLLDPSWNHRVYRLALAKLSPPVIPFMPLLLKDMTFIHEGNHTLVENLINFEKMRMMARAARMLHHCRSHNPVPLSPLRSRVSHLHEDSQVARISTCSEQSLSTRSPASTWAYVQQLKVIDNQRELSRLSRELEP
# EPAC1 agonist: activates human EPAC1 exchange factor; Potency, µM (doses to about 154 µM), for inactives: at the top dose activation, actives largely listed as activators; EPAC1 agonist qHTS, biochemical assay; response scale: 100% = response to 6.5 mM cAMP; O95398; hit rate 0.073% among 360,000; also: potency is read from the fitted curve at half-maximal effect; nearly all actives have a fitted effect of over 60% in size
#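 Nucleotide exchange assay: 100 nM EPAC1 with 250 nM Rap1B loaded with BODIPY-GDP and 50 uM GDP, room temperature. Fluorescence (480/540 nm) read every 5 min for 30 min; signal change normalized to 6.5 mM cAMP as full agonist.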
# Abeta rescue: compounds reversing amyloid beta toxicity in yeast; hit rate 0.063% among 410,000; Potency, µM (series often up to 46.1 µM), for inactives: at the top dose growth rescue, hits mostly activators; yeast expressing A-beta42, growth rescue, OD600, 48 h; response scale: 0% DMSO, 100% iron-clioquinol control; also: potency is read from the fitted curve at half-maximal effect; nearly all actives have a fitted effect of over 55% in size
#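 Yeast A-beta toxicity model in growth medium with pinned compounds, 48 h at 30 C; growth read as absorbance at 600 nm. Normalized to FeCl3/clioquinol equimolar mix (positive) and DMSO (negative).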
# IL2 activator: IL-2 activation; IL-2 activation reporter assay, cell-based qHTS; stimulated with anti-CD3/CD4/CD28 beads; in transgenic mouse T cells; activation, % (series mostly up to about 46 µM); hit rate 0.065% among 360,000; AID 652025; in the data active = activation above about 50%; inconclusive = mostly about 30% to 49%; also: 0% is about no effect
#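 Unstimulated transgenic mouse T cells; 60-min compound exposure; bead-based TCR/CD4/CD28 stimulation; 18 h culture, 37 degrees C; dual fluorescence (EGFP, DsRed) plate cytometry.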
# PI5P4K alpha inh: blocks human PI5P4K alpha kinase activity; hit rate 1.2% among 330,000; max response, %; PI5P4Kalpha enzyme, ADP-Glo luminescence, 60 min; hits give low values; AID 652105; active = max response of -50% or lower; inconclusive = between -30% and -50%; inactive = -30% or higher; also: value at the top dose of about 77 µM; % is scaled to controls: 0 for no effect and ±100 for the full control effect
#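 Enzyme plus substrate dispensed, test compounds pinned in, then ATP (5 microM final) added. After 60 min at RT, ADP-Glo reagent 1 for 45 min and reagent 2 for 30 min preceded luminescence imaging.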
# Active calls of the source: *; ? = inconclusive; / = not tested or not shown; [ ] = remark or other dose. Unless noted, calls follow the shape of the dose curve; as a rule, active = well fitted curve in the direction sought with a large enough effect; inconclusive = small, poorly fitted or top-dose-only effect, or another doubt; inactive = no such curve, though single readings can be large; an effect the other way counts as inactive or inconclusive. An unsorted share of the library. Share with any hit: about 4.1%.
(1) CCN(CC)c1ccc(N2C(=O)/C(=C\c3cccs3)SC2=S)cc1
(2) CN(C)S(=O)(=O)c1ccc(N2CCCC2)c(C(=O)Nc2nccs2)c1
(3) O=C(COC(=O)Cc1ccsc1)NC(c1ccccc1)c1ccccc1
(4) c1ccc(-c2nc3cccnc3nc2-c2ccccc2)cc1
(5) CCCCCCn1c(CN2CCCCC2)nc2c1c(=O)n(C)c(=O)n2C
(6) CCCCC1=NN2C(=N)CC(=O)N=C2S1

assay / entry	1	2	3	4	5	6
Abeta rescue	2%	15%	6%	-30%	11%	-4%
PI5P4K alpha inh	2	3	1	2	/	-19
FUS yeast rescue	-13%	22%	-6%	15%	11%	14%
WRN helicase inh	-24%[57.1 µM]	-5%	-1%	-7%	6%	-20%
PLK1 PBD block	-10%	1%	-8%	-21%	-1%	-2%
EPAC1 antagonist	8%	6%	-7%	-8%	12%	2%
EPAC1 agonist	-8%	3%	0%	-6%	-1%	-2%
IL2 activator	-1.8	-0.2	-0.8	-2.2	-0.4	1.4

(7) COc1cc(CN2C[C@@H](CO)O[C@@H](n3cnc4c(NC5CC5)ncnc43)C2)cc(OC)c1OC
(8) CC(C)NC(=O)CCCn1cc([N+](=O)[O-])cn1
(9) CC1(C)C(=O)Nc2ccccc2N1C(=O)Cn1ncc(Cl)c(Cl)c1=O
(10) COCCNC(=O)C(c1ccncc1)N(C(=O)c1sc(C)nc1C)c1cccc(C)c1 (stereo not drawn)
(11) CC(C)CC(=O)Nc1c2c(nn1-c1ccc([N+](=O)[O-])cc1)CS(=O)(=O)C2
(12) CC(C)CNS(=O)(=O)c1ccc(OCC(=O)Nc2ccc(F)cc2F)cc1

assay / entry	7	8	9	10	11	12
Abeta rescue	15%	-15%	/	26%	1%	-2%
PI5P4K alpha inh	1	2	?	4	-2	26
FUS yeast rescue	-22%	-7%	8%	10%	10%	-2%
WRN helicase inh	0%	-3%	-8%	1%	2%	-6%[57.1 µM]
PLK1 PBD block	0%	-20%	-17%	-4%	1%	-1%
EPAC1 antagonist	-10%	3%	-15%	-10%	4%	-13%
EPAC1 agonist	5%	8%	9%	13%	1%	-16%
IL2 activator	0.0	-1.4	-0.7	2.1	0.1	-3.6

(13) CCN(c1ccccc1)S(=O)(=O)c1ccc(Cl)c(NC(=O)CSc2nnc(C)s2)c1
(14) O=S(=O)(c1cc(F)ccc1F)N1CCN(c2ncnc3ccccc23)CC1
(15) O=C(NCc1ccco1)Nc1nnc([C@H]2C[C@H](O)[C@@H](CO)O2)s1
(16) COc1ccccc1NC(=S)NNC(=O)c1ccc(Cl)cc1Cl
(17) CC(C)(C)C1CCSC2=NCCC[C@]2(c2ccccc2)C1 (stereo partly drawn)
(18) CC(=O)Oc1cccc(NC(=O)c2cccc(C(=O)Nc3cccc(OC(C)=O)c3)c2)c1

assay / entry	13	14	15	16	17	18
Abeta rescue	/	4%	-18%	11%	0%	-6%
PI5P4K alpha inh	-6	4	?	-2	0	5
FUS yeast rescue	?	-3%	-15%	29%	8%	-9%
WRN helicase inh	-6%	5%	3%[57.1 µM]	2%	-2%	-8%
PLK1 PBD block	-11%	3%	-14%	-20%	0%	-5%
EPAC1 antagonist	-17%	-9%	-5%	2%	-11%	-14%
EPAC1 agonist	4%	-4%	-7%	-10%	-9%	10%
IL2 activator	-0.2	-1.0	2.3	0.1	0.9	-0.6

(19) CC(C)N(C(=O)Cn1cc(S(=O)(=O)CC(=O)N2CCOCC2)c2ccccc21)C(C)C
(20) COc1cccc(NC(=O)CN(C)S(=O)(=O)c2ccc3c(c2)NC(=O)CS3)c1
(21) Cc1ccccc1CCNC(=O)c1cc(C2CC2)nc2c1cnn2C(C)C
(22) O=C(NCc1ccncc1)Nc1cccc(Cl)c1
(23) CCOC(=O)N1CCN(C2=NC3(CCCCC3)C(C#N)C(=O)N2)CC1 (stereo not drawn)
(24) Cc1nnc(SCc2nnc(-c3cccs3)o2)n1Cc1ccccc1

assay / entry	19	20	21	22	23	24
Abeta rescue	13%	/	1%	7%	16%	7%
PI5P4K alpha inh	8	0	1	0	/	-19
FUS yeast rescue	28%	7%	21%	20%	5%	6%
WRN helicase inh	2%	5%	1%	-4%	-2%	-1%
PLK1 PBD block	-5%	-13%	4%	-6%	-2%	2%
EPAC1 antagonist	-1%	-9%	5%	-18%	-13%	-6%
EPAC1 agonist	0%	0%	6%	-2%	4%	-5%
IL2 activator	1.3	1.5	0.6	-1.5	-1.2	-0.2

(25) CCOC(=O)CCCNC(=O)COC(=O)c1cccc(F)c1
(26) CCN(CC)Cc1c(C(=O)N/N=C/c2cccc3ccccc23)nnn1-c1nonc1N
(27) O=C(NC1CCCCC1)c1cc([N+](=O)[O-])[nH]n1
(28) CC(C)OC(=O)c1c(NC(=O)c2ccco2)sc2c1CCCC2
(29) Cc1cc(C)cc(OCC(=O)Nc2nc(-c3cccnc3)cs2)c1
(30) O=C(O)c1ccc(-n2cccc2/C=N\NC(=O)c2cc3cc(Br)ccc3o2)cc1

assay / entry	25	26	27	28	29	30
Abeta rescue	-3%	-9%	4%	7%	-4%	-11%
PI5P4K alpha inh	-3	7	0	0	-20	-93*
FUS yeast rescue	12%	3%	11%	8%	7%	-4%
WRN helicase inh	-1%	-1%	2%	-8%	2%	40µM*
PLK1 PBD block	-7%	-13%	-4%	-9%	12µM*	21µM*
EPAC1 antagonist	18%	-29%	32%[activator]	-10%	7%	?
EPAC1 agonist	-1%	8%	6%	-7%	8%	6%
IL2 activator	-2.2	-3.2	0.1	4.5	-2.5	1.0

(31) CCCN(CCC)CC(=O)N1CC(=O)Nc2ccccc21
(32) O=C(Nn1cnnc1)C(c1ccccc1)c1ccccc1
(33) CC1CN(C(=O)c2ccc(NS(=O)(=O)c3ccc(F)cc3)cc2)CC(C)O1 (stereo not drawn)
(34) CCN(CC)C1CCN(Cc2cn[nH]c2-c2ccc(OC)c(F)c2)C1 (stereo not drawn)
(35) O=C(CSCc1c(F)cccc1Cl)NCc1cccnc1
(36) O=C(CN1CCCCCC1)NN(Cc1ccccc1)c1ccccc1

assay / entry	31	32	33	34	35	36
Abeta rescue	1%	-8%	-4%	-8%	13%	-7%
PI5P4K alpha inh	5	-1	8	-6	3	-1
FUS yeast rescue	-28%	-7%	12%	22%	/	-16%
WRN helicase inh	6%	10%	14%	5%	-3%	-10%
PLK1 PBD block	-2%	?	-2%	-8%	-2%	0%
EPAC1 antagonist	-8%	0%	1%	-9%	5%	7%
EPAC1 agonist	-10%	-3%	-9%	10%	-4%	-2%
IL2 activator	1.4	-2.2	-1.0	-2.5	0.3	-0.8

# A draw from above in order of length of the SMILES, highest first.
(33) CC1CN(C(=O)c2ccc(NS(=O)(=O)c3ccc(F)cc3)cc2)CC(C)O1 (stereo not drawn)
(9) CC1(C)C(=O)Nc2ccccc2N1C(=O)Cn1ncc(Cl)c(Cl)c1=O
(34) CCN(CC)C1CCN(Cc2cn[nH]c2-c2ccc(OC)c(F)c2)C1 (stereo not drawn)
(5) CCCCCCn1c(CN2CCCCC2)nc2c1c(=O)n(C)c(=O)n2C
(28) CC(C)OC(=O)c1c(NC(=O)c2ccco2)sc2c1CCCC2
(16) COc1ccccc1NC(=S)NNC(=O)c1ccc(Cl)cc1Cl
(36) O=C(CN1CCCCCC1)NN(Cc1ccccc1)c1ccccc1
(6) CCCCC1=NN2C(=N)CC(=O)N=C2S1

assay / entry	33	9	34	5	28	16	36	6
Abeta rescue	-4%	/	-8%	11%	7%	11%	-7%	-4%
PI5P4K alpha inh	8	?	-6	/	0	-2	-1	-19
FUS yeast rescue	12%	8%	22%	11%	8%	29%	-16%	14%
WRN helicase inh	14%	-8%	5%	6%	-8%	2%	-10%	-20%
PLK1 PBD block	-2%	-17%	-8%	-1%	-9%	-20%	0%	-2%
EPAC1 antagonist	1%	-15%	-9%	12%	-10%	2%	7%	2%
EPAC1 agonist	-9%	9%	10%	-1%	-7%	-10%	-2%	-2%
IL2 activator	-1.0	-0.7	-2.5	-0.4	4.5	0.1	-0.8	1.4

# The list goes on:
(37) O=c1[nH]c2ccccc2c2nc3ccccn3c12
(38) O=C(Nc1c2c(nn1-c1ccccc1)CS(=O)C2)c1ccco1 (stereo not drawn)
(39) CCN(CC)C(=O)C1=C(C)N(Cc2ccc(F)cc2)C(=O)C(CC(=O)NCCCCc2ccccc2)C1 (stereo not drawn)
(40) CCCCc1nc2sc3c(SCCN(C)C)ncnc3c2c2c1CCC2
(41) O=C(Nc1ccccc1Cl)NC1(C(=O)N2CCC(O)CC2)CCCCC1
(42) COc1ccccc1/C=C\C(=O)NCC(=O)N/N=C(\C)Cc1ccccc1

assay / entry	37	38	39	40	41	42
Abeta rescue	-21%	9%	-3%	-76%[inhibitor]	1%	-9%
PI5P4K alpha inh	-14	-3	-2	-6	-8	0
FUS yeast rescue	7%	3%	38%	35%	1%	21%
WRN helicase inh	3%	10%	6%	5%	14%	0%
PLK1 PBD block	-4%	-7%	-8%	-6%	-24%	-15%
EPAC1 antagonist	6%	-13%	?	19%	-3%	8%
EPAC1 agonist	-7%	3%	-8%	4%	9%	8%
IL2 activator	-3.1	-0.2	-1.6	-2.3	0.8	0.0

(43) O=C(COC(=O)c1ccc2c(=O)n3c(nc2c1)CCC3)Nc1ccc(OC(F)F)cc1
(44) COc1cc2c(c(OC)c1OC)-c1c(cc3c(c1O)OCO3)C[C@@H](C)[C@@H](C)C2
(45) CC(C)CCNC(=O)C(C)N(C(=O)c1snc(C(N)=O)c1N)c1cnc2ccccc2c1 (stereo not drawn)
(46) Cc1cc(Cl)ccc1OCC(=O)NNC(=O)C1CCCO1 (stereo not drawn)
(47) CCC(=O)Nc1nc2ccc3sc(C)nc3c2s1
(48) CCOc1ccc(N2CC(C(=O)Nc3ccc4c(c3)OCO4)CC2=O)cc1 (stereo not drawn)
(49) COc1cc(OC)cc(C(C)=O)c1
(50) CSc1cccc(NC(=S)N(Cc2ccc(C)cc2)Cc2ccccn2)c1

assay / entry	43	44	45	46	47	48	49	50
Abeta rescue	5%	-33%[inhibitor]	-4%	2%	-10%	-5%	-10%	-5%
PI5P4K alpha inh	5	5	3	3	5	9	0	0
FUS yeast rescue	19%	?	?	2%	10%	-3%	-3%	-21%
WRN helicase inh	5%	-5%	-13%	-3%	3%	-4%	-2%	-24%
PLK1 PBD block	5%	0%	-19%	-1%	4%	-2%	-4%	-1%
EPAC1 antagonist	12%	-3%	-18%	-19%	-3%	-12%	-4%	9%
EPAC1 agonist	-1%	0%	-4%	8%	0%	-15%	0%	6%
IL2 activator	0.2	-0.4	0.8	1.6	0.9	4.1	-2.0	0.4
